Screening data from PubChem BioAssay.
MrgX1 allo act: human MrgX1 positive allosteric modulation, primary screen; Q96LB2; MrgX1-HEK293, Fluo-4 calcium flux, FDSS; stronger effect = higher value; B-score at 10 µM; hit rate 0.63% among 310,000;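 active = plate-corrected calcium response at least 3 library SD above typical, normal starting fluorescence, not activating the receptor alone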;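 also: compound read alongside a low EC10 to EC30 dose of BAM8-22 agonist; peak minus trough fluorescence over baseline measured at the second addition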
SKKanGAS inh: blocks kanamycin growth of S. pyogenes SKKanGAS strain | inhibition, % at 7.5 µM | BacTiter-Glo, 6 h | hit rate 1.3% among 300,000;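 active = mean replicate score, as percent of positive control median, at least 50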;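 also: strain carries kanamycin resistance gene driven by streptokinase promoter and grows in 40 µg/ml kanamycin; loss of luminescence reflects streptokinase promoter inhibition or plain growth inhibition; 0% = median of DMSO wells and 100% = positive control at its reference dose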
TMEM16A inh: inhibitors of mouse TMEM16A calcium-activated chloride channel | hit rate 1.2% among 310,000 | Q8BHY3 | normalized B-score (activity score, 25-100; higher = stronger inhibition) at 10 µM | AID 588511 | HEK293 TMEM16A/YFP iodide influx fluorescence, ionomycin;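 active = ratio plate-corrected score three or more library SD toward inhibition, starting fluorescence score within five deviations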;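 also: score derived from kinetic fluorescence span divided by baseline fluorescence per well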
TRPC4 agonist: TRPC4 (mouse) channel activation; Q9QUQ5; B-score at 10 µM; hit rate 0.49% among 310,000; HEK293 TRPC4beta/mu-opioid, Fluo4 calcium fluorescence; stronger effect = higher value;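 active = B-score above 5 SD of library B-scores, and initial fluorescence ratio not above library mean plus 5 SD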;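 also: positive B-score marks a calcium rise read as TRPC4 activation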
Target sequence (Q9QUQ5 whole entry, looked up): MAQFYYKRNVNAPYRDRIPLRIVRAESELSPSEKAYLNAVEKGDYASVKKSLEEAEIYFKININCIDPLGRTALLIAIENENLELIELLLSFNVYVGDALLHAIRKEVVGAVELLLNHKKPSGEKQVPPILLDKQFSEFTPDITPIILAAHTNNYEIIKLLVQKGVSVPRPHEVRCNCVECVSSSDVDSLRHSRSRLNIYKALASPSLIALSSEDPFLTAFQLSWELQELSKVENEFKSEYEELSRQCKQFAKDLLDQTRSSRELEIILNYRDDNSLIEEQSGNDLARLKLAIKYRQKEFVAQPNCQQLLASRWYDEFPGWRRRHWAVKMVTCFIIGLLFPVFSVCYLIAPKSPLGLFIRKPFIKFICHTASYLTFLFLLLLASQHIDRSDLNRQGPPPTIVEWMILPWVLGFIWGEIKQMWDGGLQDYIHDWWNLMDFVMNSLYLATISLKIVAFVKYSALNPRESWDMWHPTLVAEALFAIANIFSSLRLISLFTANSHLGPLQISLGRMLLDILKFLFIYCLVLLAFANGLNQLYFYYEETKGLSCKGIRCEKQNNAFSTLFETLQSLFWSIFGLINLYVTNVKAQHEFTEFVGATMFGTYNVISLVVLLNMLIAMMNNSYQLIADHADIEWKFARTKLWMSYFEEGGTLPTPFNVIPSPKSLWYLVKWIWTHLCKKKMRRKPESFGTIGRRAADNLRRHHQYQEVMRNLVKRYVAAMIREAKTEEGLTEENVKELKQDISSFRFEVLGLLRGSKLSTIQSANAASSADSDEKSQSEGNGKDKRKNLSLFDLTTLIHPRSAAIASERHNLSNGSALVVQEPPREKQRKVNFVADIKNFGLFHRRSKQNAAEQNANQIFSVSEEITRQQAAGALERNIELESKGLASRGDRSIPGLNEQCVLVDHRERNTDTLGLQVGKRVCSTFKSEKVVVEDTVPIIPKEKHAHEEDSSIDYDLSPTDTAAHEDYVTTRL
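System: HEK293 cells stably co-expressing mouse TRPC4beta and mu-opioid receptor; Schedule: Fluo4 dye loading 45 min at room temperature, 110 s recording; Detection: Fluo4 fluorescence, kinetic; Evaluation: B-scored integrated calcium fluorescence ratio; Controls: buffer (low) and maximal DAMGO (high).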
TRPC4 block: inhibitors of mouse TRPC4 channel. AID 2247. B-score at 10 µM. hit rate 0.39% among 300,000. HEK293 TRPC4beta/mu-opioid, DAMGO-evoked Fluo4 calcium flux; stronger effect = lower value. Q9QUQ5;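 active = B-score over 3 SD under the library average, no early fluorescence shift, positive overall ratio signal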
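Material: HEK293 cells with stable TRPC4beta plus mu-opioid receptor expression / Probe or stimulus: DAMGO in two steps, submaximal then maximal / Compound: single concentration per test compound / Technique: kinetic Fluo4 fluorescence imaging of calcium influx / Read-out: per-well B score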
TRPC6 inhibitor: mouse TRPC6 channel inhibition; Q61143; HEK293-TRPC6, membrane potential dye, ACh-evoked depolarization; stronger effect = lower value; B-score at 10 µM; hit rate 1.1% among 310,000;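 active = B-score under library mean minus 3 SD, initial fluorescence not abnormally high, positive integrated signal ratio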;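 also: B-score derived from integrated fluorescence ratio over the kinetic read; more negative B-score means stronger inhibition of depolarization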
MrgX1 antagonist: human MrgX1 receptor antagonism, primary screen; Q96LB2; MRGX1-HEK293 calcium flux, Fluo-4, BAM8-22 antagonism; stronger effect = lower value; B-score at 10 µM; hit rate 1.3% among 310,000; AID 588676;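 active = calcium-response B-score plate-corrected more than 3 library SD below zero, starting fluorescence within 5 deviations, no agonist response on first addition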;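 also: peak minus trough fluorescence over baseline after final BAM8-22 challenge near maximal dose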
ANO1 activ: activates or potentiates the mouse TMEM16A chloride channel; Q8BHY3; HEK293 TMEM16A/YFP-H148Q/I152L, iodide quench fluorescence; stronger effect = lower value; B-score at 10 µM; hit rate 0.3% among 340,000; AID 623877;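 active = fluorescence-ratio B-score plate-corrected deviation score at least 3 library SD below zero, with starting fluorescence score within 5 deviations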;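 also: channel opened by trigger with iodide after compound preincubation; score built on the fluorescence ratio of max minus min over baseline; more negative score means more quench and so TMEM16A activation or potentiation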
TRPC6 act: activators of mouse TRPC6 channel; hit rate 0.13% among 310,000; Q61143; HEK293-TRPC6 membrane potential dye fluorescence; stronger effect = higher value; B-score at 10 µM;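 active = B-score of the integrated fluorescence ratio above library mean plus 3 SD, and starting fluorescence ratio within library mean plus 5 SD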;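 also: higher score means more depolarization so channel activation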
MrgX1 agonist: human MrgX1 receptor agonism, primary screen. MrgX1-HEK293 cells, Fluo-4 calcium fluorescence, agonist mode; stronger effect = higher value. B-score at 10 µM. hit rate 0.44% among 310,000. AID 588627;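 active = calcium response B-score plate-corrected fluorescence ratio at least 3 library SD, with starting fluorescence B-score inside 5 SD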
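Material – MrgX1-expressing HEK293 cells · Input – 15,000 cells seeded per well · Dosing – compound as first of three additions · Times – overnight seeding, then 1 h dark dye loading · Measured by – kinetic Fluo-4 NW fluorescence of intracellular calcium · Read-out – B-scored fluorescence response ratio · Benchmarks – positive and negative control wells on each plate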
TRPC4 PAM: allosteric potentiators of mouse TRPC4 channel. HEK293 TRPC4beta/mu-opioid, DAMGO EC20, Fluo-4 Ca2+ flux; stronger effect = higher value. B-score at 10 µM. hit rate 0.42% among 310,000. Q9QUQ5;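 active = B-score of calcium response area above 5 SD of library B-scores, with initial fluorescence ratio within 5 SD of library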;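 also: B-score of integrated fluorescence ratio over time as area under calcium response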
Active calls of the source: *; i = inactive; / = not tested or not shown.

Every second line gives: MrgX1 allo act | SKKanGAS inh | TMEM16A inh | TRPC4 agonist | TRPC4 block | TRPC6 inhibitor | MrgX1 antagonist | ANO1 activ | TRPC6 act | MrgX1 agonist | TRPC4 PAM
C/C(N)=C(/C#N)C(=O)COC(=O)c1cc(-c2cccc3ccccc23)nc2ccccc12
  i | 62* | i | i | i | i | i | i | i | i | i
CCOC(=O)Cc1csc(NC(=O)Nc2ccc(C)cc2)n1
  i | -2 | i | i | i | i | i | i | i | i | i
Cc1ccccc1Cn1c(Cc2ccccc2)nc2ccccc21
  i | 28 | i | i | i | i | i | i | i | i | i
CN(C)c1ccc(CC2C(=O)Nc3ccccc32)cc1 (centres undefined)
  i | -1 | i | i | i | i | i | i | i | i | i
CCOc1ccc(NCc2cccn2-c2nnc(N3CCC(C(=O)NCCCN4CCCCC4C)CC3)s2)cc1 (centres undefined)
  i | -5 | i | i | i | i | i | i | i | i | i
O=C(CCCCCN1C(=O)[C@@H]2Cc3ccccc3CN2C1=O)NCCc1ccccc1
  i | -12 | i | i | i | i | i | i | i | i | i
Cn1c(Oc2ccccc2NCc2cc(Br)ccc2O)cc(=O)n(C)c1=O
  i | 59* | i | i | i | i | i | i | i | i | i
COC(=O)C(NS(=O)(=O)c1cccc(S(=O)(=O)NC(C(=O)OC)c2ccccc2)c1)c1ccccc1 (centres undefined)
  i | -2 | i | i | i | i | i | i | i | i | i
CCSc1nnc(NC(=O)Cc2ccc(OC)c(S(=O)(=O)N3CCOCC3)c2)s1
  i | 2 | i | i | i | i | i | i | i | i | i
CC(=O)c1c(COC(=O)c2ccco2)nc2ccccc2[n+]1[O-]
  i | -9 | i | i | i | i | i | i | i | i | i
O=c1oc2cc(OCc3c(F)c(F)c(F)c(F)c3F)ccc2cc1-c1ccccn1
  i | 6 | i | i | i | i | i | i | i | i | i
CCc1cccc2c(C(=O)COC(=O)/C=C/c3ccc(O)c(OC)c3)c[nH]c12
  i | 51* | i | i | i | i | i | i | i | i | i
COc1ccc(OCC(O)CNC(=O)Nc2cccc3ccccc23)cc1 (centres undefined)
  i | -9 | i | i | i | i | i | i | i | i | i
CCn1nnnc1SCC(=O)Nc1sc(C)c(C)c1C#N
  i | -13 | i | i | i | i | i | i | i | i | i
Cc1cccc(Nc2nc(OCC#N)nc(N(C)C)n2)c1
  i | -3 | i | i | i | i | i | i | i | i | i
COc1cccc2sc(N3CCN(c4nc5ccccc5s4)CC3)nc12
  i | 13 | i | i | i | i | i | i | i | i | i
O=C(CN(c1ccc(F)cc1)S(=O)(=O)c1ccc2c(c1)OCCO2)Nc1ccccc1
  i | -4 | i | i | i | i | i | i | i | i | i
COc1ccccc1N1CCN(CCCCOc2c(OC)cccc2OC)CC1
  i | 1 | i | i | i | i | i | i | i | i | i
COc1ccc(NC(=O)COC(=O)C2C3CC4OC(=O)C2C4C3)cc1 (centres undefined)
  i | 1 | i | i | i | i | i | i | i | i | i
Cc1oc(-c2ccc(Cl)cc2)nc1CN1CCCC(C(=O)NCCCN2CCOCC2)C1 (centres undefined)
  i | -5 | i | i | i | i | i | i | i | i | i
CCCN(C(=O)CSc1nnnn1C)c1c(N)n(Cc2ccccc2)c(=O)[nH]c1=O
  i | 10 | i | i | i | i | i | i | i | i | i
CCOC(=O)CC1CCCCN1C(=O)c1ccc2nc(CCOC)oc2c1 (centres undefined)
  i | 2 | i | i | i | i | i | i | i | i | i
Cc1nnc2sc(-c3ccncc3)nn12
  i | -11 | i | i | i | i | i | i | i | i | i
CC(NC(=O)COC(=O)CCc1nc(=O)c2ccccc2n1C)c1ccccc1 (centres undefined)
  i | -8 | i | i | i | i | i | i | i | i | i
CC(=O)Nc1ccc(OCC(O)Cn2cncn2)cc1 (centres undefined)
  i | -5 | i | i | i | i | i | i | i | i | i
O=C(c1cccc(Cl)c1)N1CCN(Cc2ccc3c(c2)OCO3)CC1
  i | -5 | i | i | i | i | i | i | i | i | i
Cc1ccc2[nH]c(-c3ccccc3)c(CN(C)C)c(=O)c2c1
  i | 4 | i | i | i | i | i | i | i | i | i
O=Cc1c(C(=O)O)n(CC(=O)O)c2ccccc12
  i | 2 | i | i | i | i | i | i | i | i | i
O=C(O)c1ccccc1O
  i | 0 | i | i | i | i | i | i | i | i | i
N#C/C(=C\C=C\c1ccccc1)C(=O)NCc1cccnc1
  i | -1 | i | i | i | i | i | i | i | i | i
CCN(CC)CCn1c(C)nc2ccccc21
  i | -5 | i | i | i | i | i | i | i | i | i
Cc1cccc(-c2sc(Nc3ccccc3)n[n+]2-c2ccc(F)cc2)c1
  i | -1 | i | i | i | i | i | i | i | i | i
COc1ccc(/C=C(\NC(=O)c2ccccc2)C(=O)N2CCN(C)CC2)cc1OC
  i | -5 | i | i | i | i | i | i | i | i | i
N#Cc1c(-c2ccccc2)nc(-c2ccccc2)nc1N1CCOCC1
  i | -6 | i | i | i | i | i | i | i | i | i
Cc1ccc(C2(C)NC(=O)N(CC(=O)Nc3ccccc3N3CCCCC3)C2=O)cc1 (centres undefined)
  i | 4 | i | i | i | i | i | i | i | i | i
COc1ccccc1C1=NOC(Cn2c(=O)c3c(ncn3C)n(C)c2=O)C1 (centres undefined)
  i | -9 | i | i | i | i | i | i | i | i | i
CCc1cccc(OCCOCCN2CCCC2)c1
  i | 8 | i | i | i | i | i | i | i | i | i
Cc1c(-c2ccc(Cl)cc2)[n+](=O)c(-c2ccccc2)cn1[O-]
  i | -1 | i | i | i | i | i | i | i | i | i
Cc1ccc(-c2n[nH]c(=S)n2C)cc1
  / | -8 | / | i | i | i | / | i | i | / | i
Cc1ccc(S(=O)(=O)/N=C(/NNC(=O)c2cccc(Cl)c2)c2ccccc2)cc1
  i | 10 | i | i | i | i | i | i | i | i | i
O=C(CN1C(=O)NC2(CCCC2)C1=O)Nc1nc2ccc(F)cc2s1
  i | -9 | i | i | i | i | i | i | i | i | i
N#Cc1c2ncn(CC(=O)c3ccc(Br)cc3)c(=O)c2c2n1CCC2
  i | -6 | i | i | i | i | i | i | i | i | i
CCCc1cc(=O)[nH]c(/N=C(/NC(=O)C(C)N2C(=O)c3ccccc3C2=O)Nc2ccccc2)n1 (centres undefined)
  i | 8 | i | i | i | i | i | i | i | i | i
COC(=O)c1ccc2c(=O)n(CCN3CCOCC3)c(SCC(=O)c3ccccc3)nc2c1
  i | -1 | i | i | i | i | i | i | i | i | i
CCC(C)(C)n1nnnc1CN1CCc2ccccc21
  i | 4 | i | i | i | i | i | i | i | i | i
Cc1ccc(/C=N/NC(=O)CN2CCN(Cc3ccccc3)CC2)o1
  i | 5 | i | i | i | i | i | i | i | i | i
Cc1ccc(NCc2ccncc2)c(Br)c1
  i | -1 | i | i | i | i | i | i | i | i | i
CN(C)C(=O)CSc1nc2ccccc2n1CC(=O)N1CCN(c2ccccc2)CC1
  i | -6 | i | i | i | i | i | i | i | i | i
Cn1c(=O)cc(OCCCC(=O)NCc2ccccn2)c2ccccc21
  i | 2 | i | i | i | i | i | i | i | i | i
CCOC(=O)c1cc(C(C)=O)c(=O)[nH]c1C
  i | -6 | i | i | i | i | i | i | i | i | i

Further entries follow.
Every second line gives: MrgX1 allo act | SKKanGAS inh | TMEM16A inh | TRPC4 agonist | TRPC4 block | TRPC6 inhibitor | MrgX1 antagonist | ANO1 activ | TRPC6 act | MrgX1 agonist | TRPC4 PAM
COc1ccccc1CNC(=O)C1CC(=O)N(c2ccc(C)c(C)c2)C1 (centres undefined)
  i | -12 | i | i | i | i | i | i | i | i | i
COc1ccccc1-n1c2c(cc(C(=O)N3CCC(C)CC3)c1=O)C(=O)CC(C)(C)C2
  8.6* | -4 | i | i | i | i | i | i | i | i | i
Cc1ccc(Cn2c(=O)n(CCC(=O)NCc3ccc4c(c3)OCO4)c(=O)c3ccccc32)cc1
  i | 0 | i | i | i | i | i | i | i | i | i
COC(=O)C(NC(=O)CCc1nnc2ccc(N3CCC(C)CC3)nn12)C(C)C (centres undefined)
  i | -8 | i | i | i | i | i | i | i | i | i
COc1ccc(N(CC(=O)N/N=C/c2ccc3c(c2)OCO3)S(=O)(=O)c2ccc(NC(C)=O)cc2)cc1
  i | 10 | i | i | i | i | i | i | i | i | i
COc1ccccc1N/C(N)=N/c1nc(C)cc(C)n1
  i | -5 | i | i | i | i | i | i | i | i | i
COc1ccc(OCC(=O)Nc2ccccc2N2CCN(C)CC2)cc1
  i | 1 | i | i | -6* | i | i | i | i | i | i
Cc1ccc(NC(=O)CC2SC(=Nc3ccc(O)cc3)NC2=O)cc1 (centres undefined)
  i | -3 | i | i | i | i | i | i | i | i | i
CN1CCN(CC#CCn2c3ccccc3c3ccccc32)CC1
  i | 8 | i | i | i | i | i | i | i | i | 16*
Cc1ccccc1OCC(=O)Nc1ccccc1N1CCOCC1
  6.8* | -1 | i | i | i | i | i | i | i | i | i
CC(=O)NS(=O)(=O)c1ccc(NC(=O)c2oc3c(Cl)cccc3c2C)cc1
  i | 9 | i | i | i | i | i | / | i | i | i
COc1ccc(/C(C)=N\NC(=O)c2ccc3c(c2)OCO3)cc1OC
  i | / | i | i | i | i | i | / | i | i | i
CCN(CC)CCNC(=O)c1cc(Sc2nnc(C)s2)nc2ccccc12
  i | -8 | i | i | i | i | i | i | i | i | i
COc1ccc(NC(=O)CN(C)C(=O)CCc2c[nH]c3ccccc23)cc1
  i | -11 | i | i | i | i | i | i | i | i | i
CN(c1ccccc1)c1nc(N)c([N+](=O)[O-])c(N2CCCC2)n1
  i | -2 | i | i | i | i | i | / | i | i | i
NC(=O)c1sc2nc3c(cc2c1N)CCC3
  i | -2 | i | i | i | i | i | i | i | i | i
